Screening data: PubChem, National Center for Advancing Translational Sciences (NCATS)
D2 PAM: positively modulates the human D2 dopamine receptor allosterically; P14416; HEK293 T-REx D2, calcium flux, EC20 dopamine potentiation; potentiation, % at 10 µM; hit rate 0.34% among 340,000; AID 485347;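 active = potentiation over 3 SD above the plate norm, cut at about 30% in these data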; note: 0% is about no effect
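Tetracycline-induced HEK293 T-REx cells force-coupled to calcium signalling expressed D2; compounds were pin-added after a 10 s baseline, read kinetically 180 s, then an EC20 dopamine challenge followed with a further 180 s calcium read.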
D1 antagonist: human D1 dopamine receptor antagonism; AID 504652; hit rate 3.2% among 360,000; activity change, negative = inhibition, % at 10 µM; P21728; HEK293 TREx D1 cells, calcium flux, dopamine EC80; hits give low values; in the data active = activity change below about -30%; note: % is set by controls: 0 for no effect and ±100 for the full control effect
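Cells carrying a force-coupled, tetracycline-inducible human D1 receptor report calcium flux. Each well gets a 10 s baseline, compound with 180 s monitoring, then an EC80 dopamine stimulus with a second 180 s kinetic read.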
D1 potentiator: human D1 dopamine receptor positive modulation | P21728 | HEK293 TREx D1 cells, calcium flux, dopamine EC20 potentiation | potentiation, % at 10 µM | hit rate 0.036% among 360,000; in the data active = potentiation above about 30%; note: 0% is about no effect
RXFP1 antagonist: RXFP1 (human) relaxin receptor antagonism | Q9HBX9 | HEK293-RXFP1, relaxin-stimulated cAMP HTRF, 30 min; hits give low values | activity change, negative = inhibition, % at 57.5 µM | hit rate 0.59% among 350,000;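 active = activity change of -60% or lower, but not beyond a set lower limit; inconclusive = change between -60% and -40%, or beyond the set limit; inactive = change above -40%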; note: % is set by controls: 0 for no effect and ±100 for the full control effect
Target sequence (Q9HBX9 whole entry, looked up): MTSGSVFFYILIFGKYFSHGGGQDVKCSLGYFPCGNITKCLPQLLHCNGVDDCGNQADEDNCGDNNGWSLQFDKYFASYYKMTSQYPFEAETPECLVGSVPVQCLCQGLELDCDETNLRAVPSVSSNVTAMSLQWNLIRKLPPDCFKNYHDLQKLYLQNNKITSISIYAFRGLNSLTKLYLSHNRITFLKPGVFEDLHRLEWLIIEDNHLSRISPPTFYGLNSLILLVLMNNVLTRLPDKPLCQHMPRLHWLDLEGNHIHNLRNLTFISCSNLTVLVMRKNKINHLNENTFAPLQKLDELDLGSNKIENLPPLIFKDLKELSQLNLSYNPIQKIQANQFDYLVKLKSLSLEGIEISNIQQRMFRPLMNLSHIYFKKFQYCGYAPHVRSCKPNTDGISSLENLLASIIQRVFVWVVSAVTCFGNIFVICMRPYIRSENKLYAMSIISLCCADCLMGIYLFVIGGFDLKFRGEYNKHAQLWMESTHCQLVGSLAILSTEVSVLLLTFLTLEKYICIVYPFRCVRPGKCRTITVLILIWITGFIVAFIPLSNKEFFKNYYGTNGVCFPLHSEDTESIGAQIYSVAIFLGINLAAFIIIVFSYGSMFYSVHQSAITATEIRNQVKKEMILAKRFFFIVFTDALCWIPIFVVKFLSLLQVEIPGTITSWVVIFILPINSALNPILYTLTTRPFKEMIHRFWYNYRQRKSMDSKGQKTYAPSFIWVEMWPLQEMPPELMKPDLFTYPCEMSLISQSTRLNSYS
TRHR enhancer: TRH receptor (human) allosteric enhancement; P34981; TRHR cells, fluo-8 calcium fluorescence, EC20 TRH enhancement; enhancement, % at 2 µM; hit rate 0.66% among 360,000; in the data active = enhancement above about 30%; note: 0% is about no effect
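Enhancer read-out: after compound pinning and an initial kinetic agonist-mode read, an EC20 of TRH (10 nM final) was injected and fluo-8 calcium signal (Ex 480/Em 530) followed at 1 s/cycle for 100 cycles in TRHR-expressing cells.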
D2 antagonist: D2 dopamine receptor (human) antagonism; inhibition, % at 10 µM; HEK293 TREx D2 cells, calcium flux, dopamine EC80; AID 485344; hit rate 2% among 340,000; in the data active = inhibition above about 30%; note: 0% is about no effect
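Calcium flux kinetic readout in an inducible HEK293 TREx D2 line plated overnight at 30 C. After 180 s compound exposure, an EC80 dopamine challenge follows with another 180 s kinetic read to detect antagonism.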
D2 ag: D2 dopamine receptor (human) agonism. HEK293 T-REx D2 cells, calcium flux agonist mode. activation, % at 2 µM. hit rate 0.53% among 340,000;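 active = activation over 3 SD above normal in the single-dose calcium agonist read, cut at about 30% in these data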; note: 0% is about no effect
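Calcium-flux readout, 1 cycle/sec over 180 s following compound pin transfer, in inducible HEK293 Trex D2 cells (force-coupled); dopamine controls included. Positive calcium responses during this window marked compounds as potential agonists.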
TRHR agonist: TRH receptor (human) agonism; TRHR cells, calcium flux fluo-8, FDSS agonist mode; activation, % at 2 µM; hit rate 0.18% among 360,000; note: 0% is about no effect
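In this calcium-flux screen, cells bearing human TRHR are dye-loaded with fluo-8, baselined for 10 cycles, then exposed to library compounds; positive kinetic calcium responses during the agonist phase mark hits, with TRH as control.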
D1 agonist: human D1 receptor agonism; HEK293 T-REx D1 cells, calcium flux, agonist mode; activation, % at 2 µM; hit rate 1% among 360,000; AID 504660; note: 0% is about no effect
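Tetracycline-induced HEK293 TREx D1 cells, force-coupled to calcium signalling, were dye-loaded with a no-wash calcium kit. Compound was pin-added after a 10 s baseline. Fluorescence was read kinetically at 1 cycle/s for 180 s, with calcium rises flagged as agonism.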
An asterisk follows results filed as active; ? = inconclusive; . = not tested or not shown. Cut-off read from the data, not from the text of the source, unless noted: active = activation above about 30%; inactive = the rest.

no. | Compound | D2 antagonist | D1 potentiator | RXFP1 antagonist | TRHR enhancer | D2 ag | D1 agonist | D1 antagonist | TRHR agonist | D2 PAM
1 | COc1ccc(NS(=O)(=O)c2ccc(SC)cc2)c(OC)c1 | 18 | -7 | -10 | -11 | 0.0 | 7 | -11 | -0.6 | -11
2 | CC(C)CC(OC(=O)c1nsc(Cl)c1Cl)C(=O)NCc1cccs1 (configuration not stated) | -18 | 7 | 14 | -2 | -0.6 | 1 | -11 | -0.2 | -6
3 | O=C(NC1CCCCCC1)C(=S)N1CCCC1 | . | 1 | -6 | 1 | . | 0 | -8 | -0.2 | 11
4 | CC(C)=CCCC(C)NC(=O)NC1CCCCC1 (configuration not stated) | -6 | 2 | 6 | 4 | 0.4 | -3 | -9 | 0.2 | 13
5 | Cc1ccc(C(C)C)cc1OCC(=O)Nc1ccc(-n2cnnn2)cc1 | 18 | -10 | -11 | -1 | -0.1 | 9 | -9 | -0.4 | 12
6 | COc1ccc2c(c1)[nH]c1c(=O)n(/N=C/c3ccc(OC)c(CN4CCCC4)c3)cnc12 | -13 | -3 | -3 | 3 | 2.8 | 1 | -9 | 0.7 | -4
7 | CCCNc1cc(C)oc(=O)c1C(=O)CCC | 1 | -11 | -8 | 7 | 0.3 | 2 | -17 | 0.6 | -4
8 | COc1ccc(S(=O)(=O)N2CCCOC2CNC(=O)C(=O)NCc2cccnc2)cc1 (configuration not stated) | 3 | -2 | -6 | -18 | 0.5 | 1 | 6 | -0.4 | 2
9 | O=C(c1cc2ccccc2oc1=O)N1CCCC1 | -1 | -1 | 1 | 2 | -0.3 | 1 | -7 | 1.2 | -5
10 | COc1ccc(OC)c(NC(=O)Cn2c(-c3ccc(Cl)cc3)noc2=O)c1 | -1 | 0 | -3 | 1 | 2.1 | 0 | -5 | -0.2 | 3
11 | Oc1ccc(NC(=S)Nc2ccc(O)cc2)cc1 | 17 | -6 | 8 | 0 | -0.6 | 3 | -4 | 0.5 | 31*
12 | CC(=O)N1CC=C2C(C#N)=C(N)C(C#N)(C#N)C(CCc3ccccc3)C2C1 (configuration not stated) | 18 | -5 | -15 | -2 | -1.5 | 1 | -3 | 1.1 | 27
13 | Cc1ccc(F)cc1NC(=O)C12CC3CC(C1)CC(n1cnc([N+](=O)[O-])n1)(C3)C2 | -5 | -4 | 1 | -4 | -0.1 | 1 | -5 | -0.4 | 1
14 | CCCc1c(CC)c(=N)c2ccccc2n1C | -21 | -8 | -20 | 14 | 0.5 | 10 | 11 | -0.9 | 11
15 | COc1ccccc1NC(=O)N1CCCC1C(=O)NCC1CCCO1 (configuration not stated) | -8 | 2 | -8 | -3 | 0.6 | 2 | 4 | 1.1 | 3
16 | Cc1cc(C(=O)CSc2nc3ccccc3n2CCC#N)c(C)n1Cc1cccs1 | 16 | -4 | -13 | -1 | -0.1 | 5 | -10 | -0.3 | -2
17 | Cc1cc(-n2c(=O)c(C#N)cc3c(=O)n4cccc(C)c4nc32)no1 | 7 | 5 | 7 | 2 | -0.4 | 4 | 16 | -0.2 | 1
18 | CCC(=O)Nc1cc(C(=O)OCc2ccc(C(=O)Oc3ccccc3)cc2)ccc1C | -3 | -1 | 1 | -3 | 0.3 | 4 | 8 | 0.3 | 7
19 | OCCC1CN(Cc2cnc(N3CCCC3)s2)CCN1Cc1ccccc1 (configuration not stated) | -3 | 3 | -2 | 2 | 0.3 | 0 | -3 | 0.0 | 1
20 | Cc1ccc(-c2c(CN3CCN(c4cccc(C)c4C)CC3)csc2C)cc1 | . | 12 | -9 | 0 | -0.3 | 3 | 44 | 0.2 | 0
21 | O=C(CCn1nc(-c2ccccc2)ccc1=O)NCCCN1CCCCCC1 | 7 | -6 | -9 | -5 | 0.4 | 1 | -1 | 0.2 | 0
22 | O=C(NCc1ccco1)c1ccc(NC(=O)C2COc3ccccc3O2)cc1 (configuration not stated) | -5 | 0 | -3 | -3 | 0.4 | 4 | -9 | -0.7 | -3
23 | Cc1ccc(S(=O)(=O)CCc2nnc(NC(=O)C3CCCO3)s2)cc1 (configuration not stated) | -3 | 1 | 0 | -2 | -0.3 | 1 | -2 | -0.1 | 9
24 | CCOc1ccc2nc(SCC(=O)c3ccccc3)sc2c1 | 16 | 2 | -25 | -13 | 1.8 | 22 | -43* | 4.0 | 13
25 | Cc1ccc(NC(=O)c2ccc(Nc3ccccc3F)nc2)cc1 | 2 | -8 | -1 | 1 | -1.0 | 0 | 3 | -1.4 | -12
26 | Cc1cccc2sc(NC(=O)C3CCCN(S(=O)(=O)c4cccc5nonc45)C3)nc12 (configuration not stated) | -9 | -5 | -4 | 0 | -1.7 | 0 | 0 | 1.1 | 39*
27 | Cc1ccc(C)c(CN2C(=O)c3ccccc3Sc3ccc(C(=O)NC4CCCC4)cc32)c1 | . | -2 | -1 | -4 | -0.8 | -2 | -6 | -0.1 | 4
28 | O=C(Nc1ccc(NC(=O)c2cccs2)cc1Cl)c1ccco1 | 7 | -1 | -1 | 1 | -0.5 | 3 | -2 | 0.0 | -2
29 | COc1ccc(N2CCN(C(c3cc(OC)ccc3OC)c3nnnn3CC3CCCO3)CC2)cc1 (configuration not stated) | -12 | 2 | 6 | -3 | 1.6 | 1 | 2 | -0.4 | -7
30 | CCOC(=O)N1CCN(c2cc(C)c(C(C)=O)cc2F)CC1 | -8 | -4 | 25 | -2 | 0.3 | 10 | -42* | -0.6 | 0
31 | COc1ccc(-c2[nH]ncc2CN2CCC(C(=O)N3CCOCC3)CC2)c(F)c1 | -15 | -2 | -10 | 12 | 1.3 | 3 | 14 | 2.1 | 3
32 | O=C(/C=C/c1ccco1)NC(=S)N1CCCCC1 | . | 1 | -5 | -4 | . | 1 | -2 | -0.1 | -8
33 | CCCCn1c(N)c(N(CCOC)C(=O)CCNC(=O)c2ccccc2Cl)c(=O)[nH]c1=O | -1 | 2 | 2 | 3 | 2.0 | 1 | 8 | 0.6 | -3
34 | CCCOc1ccc(/C(O)=C2/C(=O)C(=O)N(CCOC)C2c2cccnc2)cc1 (configuration not stated) | -8 | -3 | . | -3 | -1.8 | 2 | -9 | -0.2 | 6
35 | COc1ccc(-c2cn3c(C)c(C(=O)N4CCc5ccccc5C4)sc3n2)cc1 | 18 | -7 | 2 | -1 | 0.8 | 4 | -31* | -0.5 | 4
36 | Fc1ccccc1COc1ccc2ccccc2c1CNc1nn[nH]n1 | 17 | 0 | -13 | 9 | 1.8 | 3 | 0 | 0.2 | 0
37 | FC(F)Oc1ccc(C2N=C(c3ccccc3)NO2)cc1 (configuration not stated) | 9 | -3 | -11 | 0 | -0.1 | 1 | -2 | 0.2 | 2
38 | CCN(CC)S(=O)(=O)c1ccc(C(=O)OCCN2C(=O)CCC2=O)cc1 | -5 | 0 | . | 1 | 1.1 | 6 | -9 | 0.9 | -22
39 | Cc1cc(=O)[nH]c2ccccc12 | 4 | -5 | -5 | 0 | 0.3 | 5 | 13 | 0.3 | 12
40 | Cc1cc(C)c(NC(=O)C(C)c2cccc(C(=O)c3ccccc3)c2)c(C)c1 (configuration not stated) | 1 | 3 | -11 | 12 | -0.2 | 8 | 7 | -0.6 | 17
41 | O=[N+]([O-])c1ccc(N2CCCCC2)c(Cl)c1N1CCCCC1 | -8 | 6 | -35 | 6 | -0.6 | 5 | 44 | 0.1 | 23
42 | CS(=O)(=O)c1ccc2nc(NC(=O)c3ccc(Cn4cc(Br)cn4)o3)sc2c1 | -5 | 3 | -19 | -2 | 1.0 | 3 | -11 | -0.7 | 6
43 | COc1ccccc1C1C(C(N)=O)=C(C)Nc2nc(SCc3ccccc3F)nn21 (configuration not stated) | . | 3 | . | -6 | -0.4 | 1 | -4 | -0.4 | 15
44 | O=c1c2cc(Cl)ccc2oc2nc3n(c(=O)c12)CCCS3 | 6 | -2 | -3 | -1 | -1.1 | 1 | -2 | -0.2 | -2
45 | Cc1ccnc(NS(=O)(=O)c2ccc(NC(=O)c3ccc(S(=O)(=O)N4CCOCC4)cc3)cc2)n1 | -6 | -2 | -6 | -1 | 1.3 | 1 | -8 | 0.1 | -2
46 | O=S(=O)(c1cccs1)N1CCN(c2ccc(O)cc2)CC1 | 11 | 3 | 8 | 2 | -0.3 | 6 | 4 | 0.8 | -1
47 | Cn1c(N2CCN(C(c3ccccc3)c3ccccc3)CC2)nc2c1c(=O)[nH]c(=O)n2C | 1 | -2 | 2 | 2 | -0.4 | 10 | 9 | -0.6 | 1
48 | CCN(C(=O)CSc1nc2ccc([N+](=O)[O-])cc2s1)C1CCS(=O)(=O)C1 (configuration not stated) | 4 | -3 | -11 | 5 | -0.3 | 7 | 8 | 1.2 | -3
49 | COc1ccc(-n2c3c(cc(C#N)c2=O)C(=O)CCC3)cc1 | -5 | 7 | 0 | 5 | 0.5 | 2 | 11 | 0.0 | -6
50 | CCN1CCN(c2ccc(S(=O)(=O)N3CCCCC3)cc2NC(=O)c2cccc(Cl)c2)CC1 | 1 | 2 | 10 | -4 | 0.2 | 5 | 9 | 0.3 | 11
51 | N/C(=N\OC(=O)c1cccc([N+](=O)[O-])c1)c1ccccn1 | 8 | -3 | 12 | 2 | 0.2 | 4 | 1 | -0.2 | -1
52 | O=c1[nH]nc(-c2ccc(F)cc2)cc1-c1ccccc1 | -19 | -9 | 9 | 3 | -0.3 | 0 | -18 | -0.3 | 12
53 | COc1cc(OC)cc(-c2nnc(N(C)C(=O)c3ccncc3)s2)c1 | 4 | -4 | -6 | 18 | 3.6 | 0 | 2 | -0.7 | 3
54 | O=C1CCN(CCc2ccccc2)CCN1CCSc1ccc(Br)cc1 | 2 | -7 | . | -3 | 0.8 | 9 | -22 | -0.4 | 0
55 | CCC1CCCCN1CCNC(=O)C1CCN(S(=O)(=O)c2cccc3nsnc23)CC1 (configuration not stated) | 9 | 35* | ? | -1 | 1.4 | 2 | -2 | 0.1 | 2
56 | CCc1ccccc1NC(=O)C1=CC(c2ccc3c(c2)OCO3)=NS(=O)(=O)N1C | . | 1 | -14 | 0 | 0.3 | 3 | -4 | 0.2 | -8
57 | O=C(CC1NCCNC1=O)Nc1ccc(Oc2ccccc2)cc1 (configuration not stated) | . | 0 | 8 | 1 | . | 4 | 2 | -1.7 | 10

Record cards, from the list above. Order of values: D2 antagonist	D1 potentiator	RXFP1 antagonist	TRHR enhancer	D2 ag	D1 agonist	D1 antagonist	TRHR agonist	D2 PAM
Profile of `O=c1[nH]nc(-c2ccc(F)cc2)cc1-c1ccccc1` : -19	-9	9	3	-0.3	0	-18	-0.3	12
Profile of `N/C(=N\OC(=O)c1cccc([N+](=O)[O-])c1)c1ccccn1` : 8	-3	12	2	0.2	4	1	-0.2	-1
Profile of `CCC1CCCCN1CCNC(=O)C1CCN(S(=O)(=O)c2cccc3nsnc23)CC1` (configuration not stated) : 9	35*	?	-1	1.4	2	-2	0.1	2
Profile of `COc1ccc(-n2c3c(cc(C#N)c2=O)C(=O)CCC3)cc1` : -5	7	0	5	0.5	2	11	0.0	-6
